Bioassay records: PubChem BioAssay, National Center for Advancing Translational Sciences (NCATS)
EPAC2 antagonist: EPAC2 (human) antagonism; Q8WZA2; EPAC2 GEF exchange of Rap1B-BODIPY-GDP, fluorescence; Potency, µM (titrated, usually from 114 µM), without a hit: at the top dose activity, negative = inhibition, hits mostly inhibitors; actives 0.18% (n = 360,000); AID 720708; note: potency is the fitted concentration of half-maximal effect; % is set by controls: 0 for no effect and ±100 for the full control effect; nearly all actives have a fitted effect of over 45% in size; many of its hits are not listed in these tables
D3 antag: blocks the human D3 dopamine receptor; D3R cells, DiscoveRx beta-arrestin luminescence, antagonist mode; active compounds read low; max response, negative = inhibition, %; P35462; actives 2.5% (n = 360,000); in the data active = max response below about -50%; inconclusive = no clear call, values can overlap the other calls; note: % is set by controls: 0 for no effect and ±100 for the full control effect; mostly tested at two doses, the higher about 12 µM
Target sequence (P35462 whole entry, looked up): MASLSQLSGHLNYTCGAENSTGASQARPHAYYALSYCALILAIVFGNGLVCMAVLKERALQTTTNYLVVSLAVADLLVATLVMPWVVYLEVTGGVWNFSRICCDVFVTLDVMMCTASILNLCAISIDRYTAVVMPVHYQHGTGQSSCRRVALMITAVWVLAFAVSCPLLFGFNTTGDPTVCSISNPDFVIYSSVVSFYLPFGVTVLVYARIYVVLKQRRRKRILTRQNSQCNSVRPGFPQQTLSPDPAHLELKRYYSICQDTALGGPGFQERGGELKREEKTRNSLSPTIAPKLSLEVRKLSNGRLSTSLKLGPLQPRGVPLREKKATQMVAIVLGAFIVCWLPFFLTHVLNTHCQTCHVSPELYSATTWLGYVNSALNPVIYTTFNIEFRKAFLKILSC
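Cells expressing the human receptor were seeded at 1500 cells/well, incubated overnight at 37 degrees C in 5% CO2, then exposed to library compounds with dopamine controls for 90 minutes at 37 degrees C before luminescent detection.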
FUS yeast rescue: suppressors of FUS proteinopathy in yeast; S. cerevisiae FUS-expressing, growth rescue, OD600, 24 h; actives 0.24% (n = 390,000); AID 1347120; Potency, µM (titrated, usually from 76.6 µM), without a hit: at the top dose growth rescue (activation), usual class: activators;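 note: potency is the fitted concentration of half-maximal effect; plate controls were DMSO vehicle for no effect and reference control for full effect; nearly all actives have a fitted effect of over 55% in size; some results filed as inactive show a strong effect at the top dose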
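Galactose (2%) drives FUS expression in yeast precultured in raffinose; seeding density OD 0.005. Test compounds incubated 24hr at 30C and 99% humidity before absorbance at 600 nm was measured.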
TDP43 rescue: rescues yeast growth from TDP-43 toxicity | TDP-43 expressing yeast growth rescue, BacTiter-Glo, 24 h | Potency, µM (highest dose often 46.1 µM), for the others: at the top dose growth rescue (activation), actives largely listed as activators | actives 1.8% (n = 410,000) | AID 652104; note: potency is the fitted concentration of half-maximal effect; % of control where 0% means no effect; nearly all actives have a fitted effect of over 50% in size
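Readout is BacTiter-Glo luminescence of cell growth, so inhibitors register as activators. TDP-43-expressing yeast at OD600=0.02 in galactose medium, after raffinose pregrowth to mid-log, were incubated with compound for 24 hr at 30 deg C.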
D3 ag: agonists of human D3 dopamine receptor; P35462; D3R DiscoveRx beta-arrestin cells, luminescence, 90 min; max activation, %; actives 0.58% (n = 410,000); AID 652048; in the data active = max activation above about 30%; note: 0% is about no effect; mostly tested at two doses, the higher about 12 µM
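Agonist mode: compounds and dopamine controls were applied to plated cells for 90 min at 37 degrees C after an overnight attachment at 1500 cells/well. Luminescent read-out followed 30 - 60 minutes at room temperature with DiscoveRx detection reagent.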
aSyn yeast inh: alpha-synuclein toxicity inhibition in yeast; Yeast expressing alpha-synuclein, growth rescue, BacTiter-Glo, 24 h; actives 0.14% (n = 370,000); Potency, µM (series often up to 46.1 µM), for the others: top-dose growth rescue (activation), most hits filed as activators; note: potency is the fitted concentration of half-maximal effect; % of control where 0% means no effect; nearly all actives have a fitted effect of over 65% in size
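Screening used galactose-induced yeast with toxic alpha-synuclein levels, exposed to compound for 24 hr at 30 deg C. Cell growth, read with BacTiter-Glo luminescence, gave the measured signal.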
EPAC2 agonist: EPAC2 (human) agonism | Potency, µM (top dose mostly 154 µM), for the others: at the top dose activation, actives largely listed as activators | EPAC2 activation, biochemical qHTS; response scale: 100% = 6.5 mM cAMP response | actives 0.079% (n = 360,000); note: potency is the fitted concentration of half-maximal effect; nearly all actives have a fitted effect of over 50% in size
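EPAC2 (100 nM) mixed with Rap1B loaded with BODIPY-GDP (250 nM) plus 50 uM unlabeled GDP; compounds pinned in, 5 min RT, then read every 5 min for 30 min (ex 480, em 540 nm). Normalized to cAMP control.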
Abeta yeast res: compounds reversing amyloid beta toxicity in yeast. yeast expressing A-beta42, growth rescue, OD600, 48 h; response scale: 0% DMSO, 100% iron-clioquinol control. actives 0.063% (n = 410,000). Potency, µM (doses to about 46.1 µM), inactives show at the top dose growth rescue, hits mostly activators; note: potency is the fitted concentration of half-maximal effect; nearly all actives have a fitted effect of over 55% in size
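Growth rescue measured by 600 nm absorbance after 48 h yeast culture at 30 C with compound. Values normalized between DMSO and an equimolar ferric chloride plus clioquinol control.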
* = called active by the depositor; ? = inconclusive; . = not tested or not shown; & = joins results of further samples; [ ] = remark or other dose. Unless noted, calls come from the whole dose curve; as a rule, active = well fitted curve in the direction sought with a large enough effect; inconclusive = small, poorly fitted or top-dose-only effect, or another doubt; inactive = no such curve, though single readings can be large; an effect the other way counts as inactive or inconclusive.

Second line of a record: EPAC2 antagonist, D3 antag, FUS yeast rescue, EPAC2 agonist, Abeta yeast res, D3 ag, TDP43 rescue, aSyn yeast inh
1	CCOC(=O)c1c(C)n(Cc2ccccc2)c2ccc(OCC(O)Cn3nc(C)cc3C)cc12 (stereo not given)
 : -9%, 14, 42%, -1%, -5%, 0, ?, 7%
2	CCOC(=O)C(O)(c1ccc(N(C)C(=O)c2ccc(Cl)c(Cl)c2)cc1)C(F)(F)F (stereo not given)
 : -9%, -9, ., -11%, 2%, 1, 18%, 14%
3	COc1cc(OC)cc(C(=O)NC(=S)N2C[C@H]3C[C@H](C2)c2cccc(=O)n2C3)c1
 : 4%, -7, -5%, 9%, -11%, -3, 17%, -3%
4	COC(=O)C1=C(c2cccc(OC)c2OC)C[C@@H]2CC[C@H]1N2C(=O)NCc1cccc2ccccc12
 : -20%, 19, ?, 9%, -1%, -10, 27%, -8%
5	CNC(=S)N1CC2CC(C1)c1cccc(=O)n1C2 (stereo not given)
 : -1%, 14, -4%, 6%, -2%, -14, -8%, 1%
6	COc1ccc(C(=O)O/N=C(/C(N)=O)P(=O)(OC(C)C)OC(C)C)cc1
 : 8%, -22, 7%, 2%, -12%, -17, -20%, 6%
7	CSc1ccc(CN2CCN(C(=O)COc3ccc(C)cc3)CC2)cc1
 : 3%, ?, 17%&-17%, 0%, 11%&1%, -8&-4, -33%&-9%[inhibitor], 14%
8	CN1C(=O)N(C)C(=O)C(NS(=O)(=O)c2ccc(N)cc2)(c2ccccc2)C1=O
 : 2%, -8, ., 7%, -2%, -12, -3%, 0%
9	CC(=O)OC12COC1CC(O)C1(C)C(=O)C(O)C3=C(C)C(O)CC(O)(C(OC(=O)c4ccccc4)C21)C3(C)C (stereo not given)
 : -8%, 14, ., 6%, 7%, 4, -7%, 0%
10	CCOc1ccc(-c2c(C)n(-c3ccc(OCC)cc3)c3[n+]2CCCCC3)cc1
 : -1%, 26, 13%, 9%, -14%, 8, -14%, 3%
11	CCOC(=O)C1C(=O)NC23CCCC2C1c1ccccc1O3 (stereo not given)
 : 4%, -23, 3%, -11%, 13%, -1, 3%, -1%
12	COc1ccc(O)c(C(C)(C)C)c1
 : ?, 10, -35%, 2%, 9%, 12, 22%, -2%
13	C=CCn1c(O)c(C(CC)=NCc2cc(OC)cc(OC)c2)c(=O)[nH]c1=O
 : -8%, 59, 3%, -11%, 4%, 2, -6%, 3%
14	O=C1NC(=O)N(Cc2ccco2)C(=O)/C1=C/c1ccc(-c2cccc([N+](=O)[O-])c2)o1
 : -27%, -2, 30%, 0%, -43%[inhibitor], -2, -54%[inhibitor], 14%
15	CCOc1ccc2nc(NC(=O)c3cccn(Cc4ccc(Cl)cc4)c3=O)sc2c1
 : ., ., -14%, ., -5%, 3, ?, -10%
16	O=[N+]([O-])c1ccc(NC2CCN(Cc3ccccc3)CC2)c2ccncc12
 : 1%, -74*, -3%, 7%, -4%, -25, -7%, -2%
17	c1ccc2c(c1)[nH]c1cnccc12
 : -10%, 2, -44%, 5%, -6%, 7, 19%, 1%
18	CCN1CCN(C(=O)Cc2coc3cc(C)cc(C)c23)CC1
 : -1%, -9, 4%, 2%, 5%, 2, 18%, -14%
19	COc1ccc(CC(=O)N(CCN(C)C)CC2CCCN(Cc3ccccc3F)C2)cc1 (stereo not given)
 : 3%, -6, -8%, 1%, -1%, -9, 20%, -9%
20	CCN1CCN(C(c2cccs2)C(C)NC(=O)Oc2ccccc2)CC1 (stereo not given)
 : -4%, -12, -1%, 11%, -3%, -6, 14%, -2%
21	CCCn1cc(CN2CCCC(C(=O)c3cccc(OC)c3)C2)c(C)n1 (stereo not given)
 : 0%, ?, -12%, -6%, 10%, -11, 5%, 7%
22	CCCCCn1c(=O)c(C(=O)Nc2cccc(C)n2)c(O)c2ccccc21
 : 0%, 26, 6%, -3%, 2%, 16, -2%, -7%
23	OC1(c2cccnc2)CC2CCC(C1)N2Cc1nnnn1Cc1ccccc1 (stereo not given)
 : -1%, 11, 6%, 1%, 9%, -7, 9%, -14%
24	CC1=CC(=C2C(=O)NC(=O)NC2=O)C=C(C(F)(F)F)N1C(C)C
 : -1%[57.1 µM], 17, 2%, 4%, -10%, 0, 3%, 1%
25	COc1ccc(-n2c(CNCCc3ccc(C)cc3)nc3ccccc3c2=O)cc1
 : 11%, 6, 23%, -2%, 3%, 2, ?, 5%
26	C[n+]1c(-c2ccccc2)cc(-c2ccc(Cl)cc2)cc1-c1ccccc1
 : -13%, 2, 21%, 6%, -2%, -3, -26%, -1%
27	COc1ccc(CCNC(=O)c2c(N)n(CCN3CCOCC3)c3nc4ccccc4nc23)cc1
 : -3%, 63, 8%, -20%[15.6 µM], -1%, 6, -6%, -1%
28	C=C(C)CSc1nnc([C@@H](N)Cc2ccccc2)o1
 : -3%, 2, -11%, 9%, 10%, -3, -2%, -2%
29	Cc1sc2ncnc(N3CCC(C(=O)Nc4ccc(C#N)c(Cl)c4)CC3)c2c1C
 : -8%, 115, 16%, 3%, 2%, 14, 24%, -1%
30	O=S(=O)(c1ccccc1)N1CCCCC1c1cccnc1 (stereo not given)
 : 0%, 20, -17%, 4%, 5%, -6, 2%, -7%
31	CN1C2CCC1/C(=C/c1ccccn1)C(=O)/C2=C\c1ccccn1
 : 9%, -70*, 8%, 2%, -43%[inhibitor], -20, 9%, 14%
32	Cc1nnc2ccc(N3CCN(C)CC3)nn12
 : -2%, 1, ., 12%, 3%, -24, 11%, -9%
33	COc1ccc(CN2Cc3cnnn3-c3ccccc3C2C#N)cc1 (stereo not given)
 : 6%, -78*, -22%, 5%, 26%, -34, 24%, -1%
34	CC1(C(O)(C#CCN2CCCCC2)c2ccccc2)CCCC1 (stereo not given)
 : -2%, ?, 3%, 1%, -5%, -26, -13%[0.397 µM], 1%
35	COC(=O)C1=C(c2ccc(C(C)=O)cc2)C[C@@H]2CC[C@H]1N2C(=O)NCc1ccco1
 : 1%, 19, 2%, -4%, 3%, -7, 17%, -4%
36	CC1(O)C[C@]2(C)N(O)C3CCCC[C@@H]3N2O1 (stereo not given in full)
 : -1%, 2, -34%, -4%, 3%, 4, 3%, -3%
37	Cc1ccc(-n2c(O)c(C=NCc3ccccn3)c(=O)[nH]c2=S)cc1
 : 6%, 23, -17%, -1%, -17%, 6, 16%, 0%
38	CC(=Nc1ccccc1N)c1c(O)n(C)c(=O)n(C)c1=O
 : 2%, -8, -9%, 7%, -20%, 7, -26%, 1%
39	COCc1cc(OC(=O)N(C)C)nc2c1c(C)nn2C
 : 1%, 14, 2%, 9%, 5%, 2, 12%, 3%
40	O=c1c2ccccc2[nH]c(=S)n1-c1cccc(C(F)(F)F)c1
 : 0%, 1, -3%, -6%, 14%, 2, 6.3µM*, ?
41	CCn1cc(C=C2C(=O)NC(=O)NC2=O)c2ccccc21
 : 13%, -5, 20%, -10%, -5%, 1, 4%, -1%
42	Cn1c(O)c(C2=NNC(c3ccc(Cl)cc3)C2)c(=O)n(C)c1=O (stereo not given)
 : -8%, -13, 9%, 0%, 14µM*, -10, ?, -12%
43	COc1ccc(CCN)cc1O
 : 19%, -16, -50%, 5%, -10%, -52, 5%, 4%
44	Cc1cccc(NC(=O)C2CCCN(S(=O)(=O)c3ccc4c(c3)oc(=O)n4C)C2)c1 (stereo not given)
 : -9%, -25, 16%&5%, ?, 1%&-15%, -4&1, -13%&6%, -12%
45	CCC1CO/C(=C(\C(Cl)=C(Cl)Cl)[N+](=O)[O-])N1Cc1ccc(Cl)nc1 (stereo not given)
 : -2%, -8, -5%, 6%, 5%, -1, -1%, -5%
46	CCC1CCCCN1CC(=O)c1ccc(OC(F)F)cc1 (stereo not given)
 : 11%, 1, 10%, 0%, -3%, 5, 0%, 0%
47	O=C(CCN1CC=C(c2ccccc2)CC1)NCc1ccccc1
 : -6%, -69*, -31%, 12%, -5%, 10, 9%, 5%
48	COc1ccc(NC(=O)c2cn(CCC#N)nc2-c2ccc([N+](=O)[O-])cc2)cc1
 : 3%, -6, 13%, 3%, 0%, -1, 18%, 3%
49	COc1cccc(NC(=O)Cn2cc(C(=O)c3ccccc3)c3ccccc32)c1
 : ., ., 25%, ., -14%, 2, 17%, .

14 compounds from above, sorted by SMILES length, falling:
Second line of a record: EPAC2 antagonist, D3 antag, FUS yeast rescue, EPAC2 agonist, Abeta yeast res, D3 ag, TDP43 rescue, aSyn yeast inh
35	COC(=O)C1=C(c2ccc(C(C)=O)cc2)C[C@@H]2CC[C@H]1N2C(=O)NCc1ccco1
 : 1%, 19, 2%, -4%, 3%, -7, 17%, -4%
44	Cc1cccc(NC(=O)C2CCCN(S(=O)(=O)c3ccc4c(c3)oc(=O)n4C)C2)c1 (stereo not given)
 : -9%, -25, 16%&5%, ?, 1%&-15%, -4&1, -13%&6%, -12%
48	COc1ccc(NC(=O)c2cn(CCC#N)nc2-c2ccc([N+](=O)[O-])cc2)cc1
 : 3%, -6, 13%, 3%, 0%, -1, 18%, 3%
49	COc1cccc(NC(=O)Cn2cc(C(=O)c3ccccc3)c3ccccc32)c1
 : ., ., 25%, ., -14%, 2, 17%, .
37	Cc1ccc(-n2c(O)c(C=NCc3ccccn3)c(=O)[nH]c2=S)cc1
 : 6%, 23, -17%, -1%, -17%, 6, 16%, 0%
42	Cn1c(O)c(C2=NNC(c3ccc(Cl)cc3)C2)c(=O)n(C)c1=O (stereo not given)
 : -8%, -13, 9%, 0%, 14µM*, -10, ?, -12%
40	O=c1c2ccccc2[nH]c(=S)n1-c1cccc(C(F)(F)F)c1
 : 0%, 1, -3%, -6%, 14%, 2, 6.3µM*, ?
38	CC(=Nc1ccccc1N)c1c(O)n(C)c(=O)n(C)c1=O
 : 2%, -8, -9%, 7%, -20%, 7, -26%, 1%
41	CCn1cc(C=C2C(=O)NC(=O)NC2=O)c2ccccc21
 : 13%, -5, 20%, -10%, -5%, 1, 4%, -1%
36	CC1(O)C[C@]2(C)N(O)C3CCCC[C@@H]3N2O1 (stereo not given in full)
 : -1%, 2, -34%, -4%, 3%, 4, 3%, -3%
39	COCc1cc(OC(=O)N(C)C)nc2c1c(C)nn2C
 : 1%, 14, 2%, 9%, 5%, 2, 12%, 3%
46	CCC1CCCCN1CC(=O)c1ccc(OC(F)F)cc1 (stereo not given)
 : 11%, 1, 10%, 0%, -3%, 5, 0%, 0%
32	Cc1nnc2ccc(N3CCN(C)CC3)nn12
 : -2%, 1, ., 12%, 3%, -24, 11%, -9%
43	COc1ccc(CCN)cc1O
 : 19%, -16, -50%, 5%, -10%, -52, 5%, 4%

Some of the compounds tested; the hit share may differ from the screen's.
